Screening results deposited in PubChem by The Scripps Research Institute Molecular Screening Center.
Tn6 DDE FP – inhibitors of Tn6 peptide binding to human fibrin DD(E); P02675; Fibrin DD(E) TRITC-Tn6 fluorescence polarization displacement; inhibition, % at 8.3 µM; actives 0.21% (n = 370,000); AID 720509;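 active = inhibition above a per-campaign cutoff: mean of compounds within control limits plus 3 SD, cut at about 15% in these data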;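 note: 0% = median of all compound wells on the plate and 100% = blocking peptide control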
Tn7 DDE FP – disrupts Tn7 cyclic peptide binding to fibrin D-Dimer-E complex; actives 0.13% (n = 370,000); AID 720508; inhibition, % at 8.3 µM; FP displacement of FITC-Tn7 peptide from fibrin DD(E); 0% = median of compound wells per plate;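 active = inhibition above the mean of compounds falling within the control limits plus 3 SD of them, cut at about 14% in these data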;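 note: 0% = plate median of compound wells and 100% = 10 µM Aha-Tn7 peptide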
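system = human fibrin DD(E) protein | quantity = DD(E) 2 µM final | medium = Tris/NaCl/CaCl2 buffer, pH 7.8 | also added = labelled Tn7 tracer, 0.1 µM | compound dosing = single point at 8.3 µM | timing = compound with protein 10 min, then 3 h after probe, room temperature | signal = FP measurement | benchmarks = Aha-Tn7 high control | repeats = one replicate per compound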
PLCg1 inh – PLC-gamma1 (human) inhibition, primary screen; P19174; purified PLC-gamma1, fluorogenic substrate, fluorescence; inhibition, % at 12.2 µM; actives 0.84% (n = 370,000); in the data active = inhibition above about 9.5%
ASAP1 GAP inh – inhibitors of human ASAP1 ArfGAP activity | Q9ULH1 | ASAP1-stimulated ARF1 GTP hydrolysis, GDP FP detection | inhibition, % at 16.5 µM | actives 0.19% (n = 360,000) | AID 624377; in the data active = inhibition above about 25%;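 note: 0% = vehicle with enzyme and substrate and 100% = no enzyme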
Target sequence (Q9ULH1 325-724 limits assumed): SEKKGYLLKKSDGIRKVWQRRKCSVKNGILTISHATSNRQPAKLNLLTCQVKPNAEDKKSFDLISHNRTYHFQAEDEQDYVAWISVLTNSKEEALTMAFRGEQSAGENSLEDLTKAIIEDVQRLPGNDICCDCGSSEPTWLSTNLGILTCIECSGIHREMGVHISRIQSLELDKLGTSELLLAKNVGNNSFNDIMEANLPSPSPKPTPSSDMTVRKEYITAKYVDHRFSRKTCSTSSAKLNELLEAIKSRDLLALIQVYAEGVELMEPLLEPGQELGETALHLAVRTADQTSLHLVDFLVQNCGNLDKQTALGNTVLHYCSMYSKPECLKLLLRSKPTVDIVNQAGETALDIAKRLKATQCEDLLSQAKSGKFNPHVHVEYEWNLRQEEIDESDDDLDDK
SIAE primary – human SIAE inhibition, primary screen | Q9HAT2 | SIAE FP-Rh probe binding, fluorescence polarization | inhibition, % at 9.66 µM | actives 0.69% (n = 370,000) | AID 1053197;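 active = inhibition above a cutoff: mean of compounds within the control limits plus 3 SD of those, cut at about 17% in these data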;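 note: 0% = plate median of compound wells and 100% = probe without SIAE protein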
Target sequence (Q9HAT2 whole entry, looked up): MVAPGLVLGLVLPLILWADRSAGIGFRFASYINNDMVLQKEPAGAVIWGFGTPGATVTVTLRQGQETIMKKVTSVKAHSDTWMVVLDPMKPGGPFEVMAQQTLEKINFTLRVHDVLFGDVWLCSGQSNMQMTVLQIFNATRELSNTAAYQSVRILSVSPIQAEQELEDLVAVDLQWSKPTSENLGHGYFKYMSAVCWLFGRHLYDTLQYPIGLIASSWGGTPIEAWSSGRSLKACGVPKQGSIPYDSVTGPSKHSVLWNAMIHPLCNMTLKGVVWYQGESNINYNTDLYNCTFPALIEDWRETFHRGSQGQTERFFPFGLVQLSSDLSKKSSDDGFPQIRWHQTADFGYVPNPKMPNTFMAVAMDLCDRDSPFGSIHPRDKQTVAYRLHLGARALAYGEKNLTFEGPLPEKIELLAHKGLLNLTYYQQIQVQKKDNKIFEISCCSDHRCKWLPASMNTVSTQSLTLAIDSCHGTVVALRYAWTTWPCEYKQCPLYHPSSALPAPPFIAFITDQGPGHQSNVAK
TDP2 inh – blocks human TDP2 phosphodiesterase activity. inhibition, % at 12.8 µM. recombinant TDP2, T5PNP hydrolysis, p-nitrophenol absorbance 415 nm. O95551. actives 0.34% (n = 370,000). AID 720702;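 active = inhibition above the mean of all tested compounds plus 3 SD, set per campaign, cut at about 25% in these data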;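 note: 0% = DMSO with enzyme and 100% = buffer with substrate but no TDP2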
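Incubation: 2 h at 37 °C; Test system: recombinant human TDP2; Quantity: enzyme 120 nM; Read-out basis: percent inhibition; Medium: 50 mM Tris-HCl pH 7.5 with Mg2+, KCl, DTT, BSA; Repeats: single replicate; Compound: 12.8 µM single point, 1% DMSO; Signal: epi absorbance; Reagent: 5 mM T5PNP chromogenic substrate; Benchmarks: no-enzyme high, DMSO-plus-enzyme low.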
PLCb3 inh – inhibitors of human phospholipase C beta3. actives 0.18% (n = 370,000). inhibition, % at 12.2 µM. Purified PLC-beta3, fluorogenic substrate, fluorescence. AID 720704; in the data active = inhibition above about 11%;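 note: 0% = median of compound wells on plate and 100% = full blocker control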
ADAM10 inh – inhibitors of human ADAM10 | inhibition, % at 7 µM | actives 0.62% (n = 370,000) | O14672 | recombinant ADAM10, EDANS/DABCYL FRET peptide cleavage, 3 h;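 active = inhibition above a per-campaign cutoff equal to the mean of compounds falling between control-based bounds plus 3 SD, cut at about 20% in these data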;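 note: 0% = DMSO wells while the 100% control is not disclosed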
ADAM17 inh – inhibits human ADAM17 | actives 0.83% (n = 370,000) | inhibition, % at 6.95 µM | P78536 | recombinant ADAM17, EDANS/DABCYL FRET peptide cleavage | AID 720648;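 active = inhibition above the mean of compounds lying between control limits plus 3 SD, set per campaign, cut at about 8.5% in these data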;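 note: 0% = DMSO-only wells as the low control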
ARFGAP1 inhibitor – inhibitors of rat ARFGAP1; inhibition, % at 16.5 µM; actives 0.26% (n = 360,000); Arfgap1-stimulated ARF1 GTP hydrolysis, GDP FP detection;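 active = inhibition above a per-plate limit, mean inhibition of low control wells plus 3 SD, cut at about 25% in these data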;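 note: 0% = DMSO wells with enzyme and 100% = wells lacking Arfgap1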
Target sequence (Q62848 1-136 limits assumed): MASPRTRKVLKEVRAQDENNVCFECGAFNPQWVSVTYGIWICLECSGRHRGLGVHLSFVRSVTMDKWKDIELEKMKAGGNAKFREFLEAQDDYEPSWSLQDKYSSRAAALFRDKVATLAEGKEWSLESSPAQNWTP
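System: truncated rat Arfgap1 GAP domain / Medium: HEPES-based buffer, pH 7.5 / Also added: N-terminally truncated human ARF1-GTP substrate / Incubation: enzyme reaction 120 min at 25 °C after 20 min preincubation / Measured by: FP of antibody-bound GDP Alexa 633 tracer, ex 620/em 688 nm / Replicates: singlicate, each compound tested once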
* = called active by the depositor; · = no result given. Compounds as they come; about 3.6% have a hit in one of these screens.

SMILES	Tn6 DDE FP	Tn7 DDE FP	PLCg1 inh	ASAP1 GAP inh	SIAE primary	TDP2 inh	PLCb3 inh	ADAM10 inh	ADAM17 inh	ARFGAP1 inhibitor
COc1cccc(NC(=O)n2ccc3ccc(-c4ccc5cc[nH]c5c4)cc32)c1	-12	-5	-90	·	-25	7	-117	-80	-33	·
CCCCc1nc2n[nH]c(N)c2c2c1CCCC2	1	-6	-6	3	-1	-2	-7	1	-3	10
Cc1ccc(-c2csc(CC(N)=O)n2)cc1	2	-4	1	-8	1	-2	1	1	0	-7
CCOC(=O)c1sc2nc(CC(=O)OC)nc(NCc3ccc(F)cc3)c2c1C	9	-4	-3	11	-7	-3	-5	-73	-16	-8
CC(C)(C)NCCCCOc1ccc(F)cc1	0	7	0	-3	3	16	-1	-2	-5	-8
CCOC(=O)CSc1snnc1C	-4	0	-1	4	-8	4	0	-10	-3	10
Cc1c(-n2c(SCC(=O)NC(C)C(C)C)nc3ccccc3c2=O)c(=O)n(-c2ccccc2)n1C (stereo not drawn)	-1	-1	3	-4	-3	6	1	2	0	-4
CC(=O)Nc1ccccc1C(=O)N1CCc2ccccc21	0	0	0	12	0	4	0	-8	-5	7
COc1ccc(CCC(=O)NNC(=O)c2ccc(F)cc2)cc1	1	4	-2	5	-2	-7	3	-3	-2	14
Cc1cccc(C(=O)NCC(=O)NCC2COc3ccccc3O2)c1 (stereo not drawn)	-6	3	0	1	1	9	-4	-1	-1	3
COc1cc(Cl)ccc1NC(=O)COc1ccccc1C(=O)NN	3	9	-1	3	-33	9	1	2	0	-4
CCOC(=O)C1CCCN(C(=O)c2cccc(S(=O)(=O)N3CCCC3)c2)C1 (stereo not drawn)	-1	-8	-1	13	-6	-2	-5	-11	3	9
O=S(=O)(Cc1ccccc1)N(O)c1ccccc1	5	3	0	5	1	16	-4	3	-5	-1
CCOc1ccc(-c2nc(S(=O)(=O)c3ccccc3)c(N3CCOCC3)o2)cc1	2	2	0	7	5	19	-9	3	-6	4
C=CCn1c(SCC)nc(O)cc1=O	7	11	-1	2	3	14	1	-1	-2	-10
COc1ccccc1OCCCCCc1c(C)n[nH]c1C	-5	1	3	10	-1	3	1	-7	-3	2
CC(=O)Nc1ccc(NC(=O)C2Cc3c(-c4cccc(C(C)=O)c4)ccnc3O2)cc1 (stereo not drawn)	1	0	3	1	-4	-1	3	-11	-1	-2
COCCNC(=O)COC(=O)CSCc1nc2ccccc2s1	0	9	-10	-12	-4	2	-6	-10	-3	-4
O=S(=O)(c1ccccc1Cl)N1CCC(Cc2ccccc2)CC1	-4	-2	2	10	0	10	-2	4	1	-7
Cc1cc(C(=O)N2CCC2(C)C(=O)Nc2cc(C(C)(C)C)nn2C)nn1C (stereo not drawn)	4	-2	2	-1	-1	2	-1	-3	-6	-10
C/C=C/C(=O)Nc1cccc(C2=NOC3(C2)C[C@@H](C(N)=O)N(C(=O)c2cc([N+](=O)[O-])cc([N+](=O)[O-])c2)C3)c1 (stereo partly drawn)	-8	6	1	-14	1	6	1	-2	-4	2
Cc1cccc(NC(=O)CSCC(=O)N(C)Cc2ccc3c(c2)OCCO3)c1	-2	7	-4	-6	-4	-12	-9	-3	-4	-2
CC(C)c1ccccc1NC(=O)COC(=O)Cc1cccc(C(F)(F)F)c1	-2	3	0	-13	-3	-4	4	10	2	-1
CN(C)Cc1nc2ccccc2c(=O)n1Cc1nc(-c2cc3ccccc3o2)cs1	-2	0	-2	5	-6	6	-3	2	2	3
CC(=O)N1CCc2cc(S(=O)(=O)NC(Cc3ccccc3)C(=O)NC3CCCCCC3)ccc21 (stereo not drawn)	4	-10	1	9	4	2	-1	7	2	9

Fetched one by one from above, 3 records:
SMILES	Tn6 DDE FP	Tn7 DDE FP	PLCg1 inh	ASAP1 GAP inh	SIAE primary	TDP2 inh	PLCb3 inh	ADAM10 inh	ADAM17 inh	ARFGAP1 inhibitor
COc1ccccc1OCCCCCc1c(C)n[nH]c1C	-5	1	3	10	-1	3	1	-7	-3	2
COc1cc(Cl)ccc1NC(=O)COc1ccccc1C(=O)NN	3	9	-1	3	-33	9	1	2	0	-4
CC(=O)Nc1ccccc1C(=O)N1CCc2ccccc21	0	0	0	12	0	4	0	-8	-5	7

Later entries.
SMILES	Tn6 DDE FP	Tn7 DDE FP	PLCg1 inh	ASAP1 GAP inh	SIAE primary	TDP2 inh	PLCb3 inh	ADAM10 inh	ADAM17 inh	ARFGAP1 inhibitor
Nc1nonc1-n1nnc(C(=O)N/N=C/c2ccccc2)c1CSc1ccc(Cl)cc1	1	6	0	-4	-2	-4	-1	5	2	8
CC(C)(Cc1nc2ccccc2[nH]1)c1nc2ccccc2[nH]1	-7	3	0	-5	0	2	3	-17	-3	1
Cc1cccc(C(=O)N(CCc2ccccc2)Cc2ccccc2)c1[N+](=O)[O-]	1	6	0	-2	5	-18	-11	14	8.8*	-7
COc1ccc(/C=C/CN2CCN(CCc3ccccc3)C(CCO)C2)cc1 (stereo not drawn)	0	-3	-1	-3	4	4	0	-4	0	4
N#CC1=C(N)Oc2c(oc(CO)cc2=O)C1c1ccccc1[N+](=O)[O-] (stereo not drawn)	-5	1	-60	5	5	-5	-93	-71	-27	-7
COc1ccc(Br)cc1C=NNS(=O)(=O)c1ccc(C)cc1	-2	-3	2	3	-3	-9	3	0	1	-2
O=S(=O)(NCC1CCCO1)c1ccc(Cl)nc1 (stereo not drawn)	1	1	1	-3	2	-4	-8	4	1	-10
Cc1cc(NC(=O)c2c(Br)c(C)nn2C)no1	3	-1	3	5	9	7	3	2	2	15
CC(C)C[C@H]1CN(CCCC[C@H]2CNC(=O)C(=O)N2CCc2ccc(O)cc2)C(=O)C(=O)N1CCC1CCCCC1	6	-6	4	15	-3	-12	2	-2	2	-1
CCOC(=O)N1CCN(CC(=O)Nc2ccc(F)cc2F)CC1	6	0	5	-1	1	-2	0	0	0	11
COC(=O)c1ccc(COC(=O)c2[nH]c(C)c(C(C)=O)c2C)o1	-1	2	1	-4	8	7	2	-5	-6	-4
NC(=O)COC(=O)c1ccccc1SCC(=O)NC1CCCCCC1	-2	0	7	-2	3	0	2	0	-1	-7
COc1cc2c(cc1OC)-c1cc3ccc(OC)c(OC)c3c[n+]1CC2	0	6	-107	-5	6	-9	-133	-6	-1	9
CN(CC(=O)Nc1ccc(F)cc1)C(=O)c1cccc(NS(=O)(=O)c2ccccc2)c1	7	4	5	-12	2	-9	-9	-5	4	6
Cc1ccc(NC(=O)c2c3c(nc4ccccc24)CCC3)cc1S(=O)(=O)N(C)C	5	0	-5	-10	4	0	-10	3	1	6
COc1ccc(CC(=O)O/N=C(\N)c2ccc(Br)cc2)cc1OC	-1	1	1	-8	-2	1	-10	6	1	14
O=C(CN1C(=O)COc2ccccc21)N(Cc1ccc2c(c1)OCO2)CC1CCCO1 (stereo not drawn)	0	-4	7	0	-2	-15	8	7	6	5
CCOc1ccc(N/C(N)=N/c2nc(C)c(C)c(=O)[nH]2)cc1	-3	-5	-1	14	2	5	-59	-1	-1	11
O=C(CN1CCOCC1)Nc1nc(-c2ccccc2)cs1	5	3	3	2	0	-3	4	1	0	-13
Cc1nc(-c2ccc(C#N)cc2)cs1	-5	-2	1	-4	-3	-5	-7	-7	-3	2
Cc1ccccc1-c1nc(CN2CCCC(C(=O)NCCCN3CCOCC3)C2)c(C)o1 (stereo not drawn)	2	7	-2	-2	4	8	-2	-4	-6	10
CCN(CCO)Cc1cc(=O)oc2cc3c(cc12)CCC3	-3	0	-30	4	2	-4	-45	-40	-19	5
Cc1cc(C)cc(N(CC(=O)NCc2cccnc2)S(C)(=O)=O)c1	-1	-5	3	-6	5	-1	-1	-4	-1	-1
CCCC1CCC2(CC1)CCC2OC(=O)Nc1cccc(Cl)c1 (stereo not drawn)	-9	0	1	·	5	10	2	-3	-2	·
COc1ccc(C2=NO[C@@H]3C(=O)N(Cc4ccccc4)C(=O)[C@H]23)cc1OC	0	-10	1	-1	-3	-2	5	5	1	-2
SMILES	Tn6 DDE FP	Tn7 DDE FP	PLCg1 inh	ASAP1 GAP inh	SIAE primary	TDP2 inh	PLCb3 inh	ADAM10 inh	ADAM17 inh	ARFGAP1 inhibitor
CCOc1ccccc1N(CC)C(=O)c1ccc2c(=O)n3c(nc2c1)CCCCC3	1	-11	6	-7	-2	-12	-5	-2	2	5
O=C(C[C@H]1C/C=C\CC[C@@H](Cc2ccc(F)cc2)C(=O)OC[C@H]2CCCN2C1=O)N[C@@H](CO)Cc1ccccc1	1	4	-2	13	-1	2	1	6	0	2
COc1ccc(CCN2CC(C(=O)N3CCC(O)(c4ccccc4)CC3)CCC2=O)cc1 (stereo not drawn)	-4	-7	5	-5	-4	-2	-8	-7	-2	17
COc1ccc(-c2noc(CSc3nc(N)c(-c4ccccc4)c(=O)[nH]3)n2)cc1OC	7	12	0	-5	-2	-6	-1	7	-5	4
O=c1ccnc(SCCC(F)=C(F)F)[nH]1	8	5	-2	3	3	-2	-4	-5	-3	-3
COCCCNC(=S)N/N=C/c1ccc2c(c1)OCO2	-7	7	9	2	-2	-6	2	-7	-4	2
Cc1cc(C)c(C)c(S(=O)(=O)N2CCC(C(=O)OCC(=O)NC3CCS(=O)(=O)C3)CC2)c1C (stereo not drawn)	-9	-3	3	0	-1	11	1	-9	-5	9
CNC(=O)/C=C/c1cc(C(=O)c2ccc(Cl)cc2Cl)cn1C	-7	-3	-25	9	7	3	-39	2	-2	-1
C=CCNC(=S)NC(=O)c1oc2ccccc2c1C	1	-2	-1	7	4	2	-1	-6	0	-5
COc1ccc(C(=O)NNC(=O)c2ccccc2[N+](=O)[O-])cc1Br	5	-7	6	7	0	-3	3	7	4	1
Cc1ccc2cccc(OCC(=O)c3cc(C)n(Cc4ccco4)c3C)c2n1	-9	4	0	14	2	-1	-7	-3	-2	2
O=C(Nc1ccc2c(c1)OCCO2)C1CC(c2ccccc2Cl)=NO1 (stereo not drawn)	8	-3	2	11	7	0	-3	0	-1	0
O=C(CCCCCn1nnc2ccccc2c1=O)Nc1ccccc1F	5	6	-1	-2	-1	13	3	-3	-4	0
O=C(Nc1ccccc1N1CCCCC1)c1ncoc1-c1cccc(F)c1	-1	0	1	-7	5	13	-2	-6	-4	6
CCOC(=O)CC[C@H]1CC[C@]2(CCCN(C(=O)c3ccc4ccccc4n3)C2)O1	0	-10	-2	·	0	6	0	-4	-3	·
CC(C)n1ncc2c(C(=O)NCCOc3ccccc3F)cc(C3CC3)nc21	-5	3	-46	14	-5	-5	-58	-41	-10	12
CCOc1ccc(NC(=O)C2CCN(S(=O)(=O)c3cccs3)CC2)cc1	10	-6	-2	5	-5	13	-3	-3	1	5
